PTHR1 ag: activates the human parathyroid hormone receptor PTHR1. Q03431. HEK293 GP2 PTHR1 cells, GloSensor cAMP luminescence, 1 h. Potency, µM (highest dose often 115 µM), for the others: at the top dose activation, usual class: activators. 410,000 tested, 0.075% active. AID 743266; active means well fitted activation curve with a large enough effect; inconclusive means small, poorly fitted or top-dose-only effect, or another doubt; inactive means no such curve, though single readings can be large or run the other way; further: potency means the concentration at half of the fitted maximal effect; nearly all actives have a fitted effect of over 55% in size; some results filed as inactive show a strong effect at the top dose; inactives centre near -15; many of its hits are not listed in these tables
Target sequence (Q03431 whole entry, looked up): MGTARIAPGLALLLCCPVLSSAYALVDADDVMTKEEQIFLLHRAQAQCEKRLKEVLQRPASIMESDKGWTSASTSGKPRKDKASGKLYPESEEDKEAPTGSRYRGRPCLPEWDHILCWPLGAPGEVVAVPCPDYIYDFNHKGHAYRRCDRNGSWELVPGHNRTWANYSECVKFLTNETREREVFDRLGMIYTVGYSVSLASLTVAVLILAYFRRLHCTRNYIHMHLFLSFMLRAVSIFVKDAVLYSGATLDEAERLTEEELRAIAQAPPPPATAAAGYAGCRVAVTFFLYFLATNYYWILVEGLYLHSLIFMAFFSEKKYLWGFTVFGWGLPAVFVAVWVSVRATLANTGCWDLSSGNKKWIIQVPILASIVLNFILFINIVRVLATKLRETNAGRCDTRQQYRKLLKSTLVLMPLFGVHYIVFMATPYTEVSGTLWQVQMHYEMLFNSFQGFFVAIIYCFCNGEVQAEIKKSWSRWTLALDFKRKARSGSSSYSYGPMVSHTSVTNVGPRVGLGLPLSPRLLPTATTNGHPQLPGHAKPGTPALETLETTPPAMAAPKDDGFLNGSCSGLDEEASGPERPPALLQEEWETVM
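HEK-293-derived GP2 cells expressing PTHR1 and a GloSensor cAMP reporter, 3,000/well, plated overnight, given luciferin plus IBMX (each 0.5 mM as added) for 1 h at 37 °C, then compound for 1 h at 37 °C. Luminescence was read after 15 min at room temperature.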
DRD3 agonist: activates the human D3 dopamine receptor | 410,000 tested, 0.58% active | P35462 | D3R DiscoveRx beta-arrestin cells, luminescence, 90 min | max activation, % | AID 652048; in the data active means max activation above about 30%; further: 0% is about no effect; mostly tested at two doses, the higher about 12 µM
Target sequence (P35462 whole entry, looked up): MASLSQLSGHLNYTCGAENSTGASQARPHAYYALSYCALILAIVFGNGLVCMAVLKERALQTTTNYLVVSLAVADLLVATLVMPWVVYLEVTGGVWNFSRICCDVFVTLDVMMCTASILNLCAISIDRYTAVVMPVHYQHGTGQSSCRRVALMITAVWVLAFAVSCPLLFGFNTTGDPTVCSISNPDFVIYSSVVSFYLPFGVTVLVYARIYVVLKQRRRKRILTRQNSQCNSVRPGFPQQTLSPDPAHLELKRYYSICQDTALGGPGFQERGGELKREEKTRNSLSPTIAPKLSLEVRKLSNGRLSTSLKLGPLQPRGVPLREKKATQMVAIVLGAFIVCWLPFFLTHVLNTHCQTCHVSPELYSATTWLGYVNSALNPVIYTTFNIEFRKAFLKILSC
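Agonist mode: compounds and dopamine controls were applied to plated cells for 90 min at 37 degrees C after an overnight attachment at 1500 cells/well. Luminescent read-out followed 30 - 60 minutes at room temperature with DiscoveRx detection reagent.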
* = called active by the depositor; i = inactive; ? = inconclusive; [ ] = dose if it differs, or a comment. Only part of the results is shown (hit frequency here may not be typical).

mol	DRD3 agonist	PTHR1 ag
COc1ccc(NC(=O)/C(C#N)=C/c2ccc(OCc3cc(=O)n4nc(C)sc4n3)cc2)cc1	-14	-39%[inhibitor]
CCc1nn(-c2ccccc2)c2nc(-c3ccc(O)cc3)c3cc(OC)c(OC)cc3c12	9	i
COc1ccc(OC)c(S(=O)(=O)N2CC=C(c3c(C)n(CC(=O)N4CCCC4)c4ccccc34)CC2)c1	14	-19%
CCOC(=O)C1CCN(C(=O)CSc2n[nH]c(-c3ccccc3Cl)n2)CC1	-15	?
Cc1ccc(C(=O)O)cc1NC(=O)c1nsc2ccccc12	5	12%
CC(=O)N1CCCc2cc(S(=O)(=O)N3CCCC(C(=O)Nc4cccc(Cl)c4C)C3)ccc21 (stereo unspecified)	-6	-6%
CN1CCN(C(CNC(=O)c2c(F)cccc2F)c2ccc3c(c2)OCO3)CC1 (stereo unspecified)	3	2%
CCCOc1ccc(NC(=O)CC2C(=O)N(c3ccccc3)C(=O)N2CCC(C)C)cc1 (stereo unspecified)	1	i
Cc1ccc(NC(=O)Cc2ccc(-n3c(C)nc4cccnc43)cc2)c(Cl)c1	-2	-93%[inhibitor]
O=C(CSc1nnc2[nH]c(=O)cc(-c3ccccc3)n12)Nc1ccc(OC(F)(F)F)cc1	4	-15%
Cc1ccc(CNC(=O)CS(=O)(=O)Cc2nc(-c3ccccc3C)oc2C)cc1	-14	-16%
COc1ccc(C(=O)c2oc3ccccc3c2NC(=O)COc2ccccc2)cc1	9	i
COc1cc2ccccc2cc1C(=O)Nc1cccc(-c2nc3cc(C)ccc3o2)c1C	6	i
Cc1ccc(NC(=O)Cc2csc(C)n2)c(C)c1	12	i
COc1cc(NS(=O)(=O)c2cc(Br)cc3c2N(C(=O)C2CC2)CC3)cc(OC)c1	2	-96%[inhibitor]
COc1cccc(-n2c(=O)c3sc4ccccc4c3n(Cc3c(F)cccc3Cl)c2=O)c1	-7	-8%
COc1cccc(/C=C/C(=O)Nc2ccc3nc(N4CCN(C)CC4)cc(C)c3c2)c1OC	-20	?
CC1CCN(c2ncnc3c2cnn3-c2ccc(F)cc2)CC1	4	-18%
COc1ccc(Cn2c(C(=O)O)c(CNCc3ccccc3F)c3ccc(OC)cc32)cc1	0	i
Cc1cc(C)c(S(=O)(=O)NCC(c2ccc(N(C)C)cc2)N2CCOCC2)c(C)c1 (stereo unspecified)	-8	-8%
Cc1ccc(NC(=O)CSc2ncc(-c3ccccc3)[nH]2)cc1	-3	-37%[inhibitor]
CCc1ccccc1NC(=O)CSc1nc(-c2ccccc2OC)nc2c1Cc1c(CO)cnc(C)c1O2	7	-34%[inhibitor]
CCOc1ccc(/C=C/c2nc(C#N)c(NC(C)CC)o2)cc1 (stereo unspecified)	2	i
Cc1ccc(-n2nnc(-c3nsc(NC(=O)c4cccc(Cl)c4)n3)c2C)cc1C	5	-21%
Cc1cccc(-c2nn3c(=O)cc(CN4CCN(C(=O)c5ccccc5Br)CC4)nc3s2)c1	-9	-6%
COc1ccc(N2CCN(C(=O)Cn3cnc4nc5c(cc4c3=O)CCCC5)CC2)cc1	2	-23%
CCn1c(=O)cc(SCC(=O)Nc2ccc(C)c(F)c2)c2ccccc21	1	-21%
COc1ccc(N2CC(NC(=O)CCc3ccccc3)CC2=O)cc1OC (stereo unspecified)	4	-38%[inhibitor]
COc1ccc(N2CCN(C(=O)CCc3c(C)nc4cc(-c5ccc(Cl)cc5)nn4c3C)CC2)cc1	-10	i
CC(C)n1c(SCC(=O)c2ccc(F)cc2)nc2c(sc3ccccc32)c1=O	2	-16%
COc1ccc2[nH]cc(CCNC(=O)Nc3c(C)cccc3C)c2c1	1	i
COc1ccc(C2C(=O)N(C3CCCCCC3)CC(=O)N2Cc2ccc(C)cc2)cc1OC (stereo unspecified)	-2	i
CCc1ccc(NC(=O)CN2CCN(C3CCCCC3)C(=O)C2=O)cc1	-11	-9%
O=C(Cn1c(=O)n(Cc2ccccc2)c(=O)c2sc3ccccc3c21)Nc1ccccc1	-2	i
Cc1cncn1CCc1nc2c3ccccc3nc(SCC(=O)Nc3ccccc3F)n2n1	4	-36%[inhibitor]
CCOc1ccc(-n2nc(CO)c(C(=O)NCc3cccs3)n2)cc1	6	-23%
COc1cccc(Cn2cnc3c2c(=O)n(C)c(=O)n3C)c1	11	-21%
COc1ccccc1Nc1sc(C(=O)c2ccc(C)cc2C)c(N)c1S(=O)(=O)c1ccccc1	-10	-17%
Cc1ccc2[nH]c(=O)c3cc(C(=O)N4CCN(c5ccccc5)CC4)sc3c2c1	-1	i
CCc1nnc2c3ccccc3nc(Nc3cc(C)cc(C)c3)n12	-5	26%

Reprinted from above for reference:
mol	DRD3 agonist	PTHR1 ag
Cc1cncn1CCc1nc2c3ccccc3nc(SCC(=O)Nc3ccccc3F)n2n1	4	-36%[inhibitor]
CCOc1ccc(-n2nc(CO)c(C(=O)NCc3cccs3)n2)cc1	6	-23%
COc1cccc(Cn2cnc3c2c(=O)n(C)c(=O)n3C)c1	11	-21%
COc1ccccc1Nc1sc(C(=O)c2ccc(C)cc2C)c(N)c1S(=O)(=O)c1ccccc1	-10	-17%
Cc1ccc2[nH]c(=O)c3cc(C(=O)N4CCN(c5ccccc5)CC4)sc3c2c1	-1	i
CCc1nnc2c3ccccc3nc(Nc3cc(C)cc(C)c3)n12	-5	26%

Going on with the list.
mol	DRD3 agonist	PTHR1 ag
COc1ccc(CCNC(=O)CCCCn2c(=O)c3ccccc3n(Cc3cc(C)ccc3C)c2=O)cc1OC	-4	-3%
CCCOc1ccc(-c2nc(SC)[nH]c(=O)c2C#N)cc1OC	-3	i
COc1ccccc1C(=O)Nc1ccccc1OCc1cc(=O)n2cc(C)sc2n1	-8	i
O=C(CC(c1cccs1)N1Cc2ccccc2C1=O)Nc1ccc(F)c(Cl)c1 (stereo unspecified)	-11	-9%
CCSc1ncc(Cl)c(C(=O)Nc2c(C(=O)Nc3cccc(C)c3)oc3ccccc23)n1	-6	?
COc1cc(OC)c(NC(=O)COCc2cc(-c3cccs3)on2)cc1Cl	-4	?
Cc1ccccc1-n1c(/C=C/c2c(C)n(C)c3ccccc23)nc2ccccc2c1=O	7	i
Clc1ccccc1OCCSc1nnc(-c2cccs2)o1	-13	-44%[inhibitor]
Cc1cccc(Cn2c(=O)n(-c3cc(C)cc(C)c3)c(=O)c3oc4ccccc4c32)c1	-5	-4%
COc1cccc(C(=O)Nc2cccc(-c3cn4c(C)csc4n3)c2)c1OC	0	i
CCCCN(CCCC)CC(O)Cn1cc(/C=C/C(=O)c2ccccc2)c2ccccc21 (stereo unspecified)	-12	i
Cc1cc(C)c2c(CC(=O)N3CCN(c4cccc(Cl)c4)CC3)coc2c1	9	-23%
COc1ccc(Cn2c(SCC(N)=O)nc3c(sc4ccccc43)c2=O)cc1	6	-5%
O=C(CSc1nnc2[nH]c(=O)cc(-c3ccccc3)n12)Nc1cc(C(F)(F)F)ccc1Cl	9	-42%[inhibitor]
Cc1ccc(Cn2ccn(CC(=O)Nc3c(C)cc(C)cc3C)c(=O)c2=O)cc1	17	i
Cc1cccc(N2CCN(C(=O)CS(=O)(=O)Cc3nc(-c4ccccc4C)oc3C)CC2C)c1 (stereo unspecified)	8	-44%[inhibitor]
CCN(CC)S(=O)(=O)c1ccc2c(c1)nc(CN(C)C(=O)Nc1ccc(Cl)cc1)n2C	-29	i
CCOC(=O)c1c(C)[nH]c(C)c1S(=O)(=O)NCC(=O)Nc1cccc(C#N)c1	-13	?
Cc1ccc2nc(COc3ccccc3NC(=O)COc3ccccc3Cl)cc(=O)n2c1	2	?
Cc1ccc(OC(=O)CSc2nnc(-c3cccs3)o2)cc1	7	15%
Cc1cccc(NC(=O)CN2C(=O)CCc3ccccc32)c1C	-18	-12%
Cc1ccc(Cl)cc1N1CCN(C(=O)c2cc(S(=O)(=O)N3CCCCCC3)cn2C)CC1	-3	-31%[inhibitor]
CCOc1ccc(-n2c(SCC(=O)N3CCOCC3)nc3c([nH]c4ccccc43)c2=O)cc1	-12	6%
CCC(C(=O)N1CCN(c2cccc(C)c2C)CC1)n1nc(C)c2sc3ccccc3c2c1=O (stereo unspecified)	8	i
COc1cccc(NC(=O)c2sc3nc(C)c(C(=O)Nc4ccc(C)cc4C)c(-c4ccc(C)o4)c3c2N)c1	4	-39%[inhibitor]
CCCCn1c(=N)c(S(=O)(=O)c2ccc(C)cc2)cc2c(=O)n3cc(C)ccc3nc21	8	-7%
CN(Cc1ccccc1)C(=O)c1cc(-c2cccc(Cl)c2)on1	-14	-1%
Cc1oc2c(C)c3oc(=O)c(CC(=O)N4CCCCC4)c(C)c3cc2c1C	7	i
CCOC(=O)c1c(-c2ccccc2)oc2ccc(NS(=O)(=O)c3cc(C)c(C)cc3C)cc12	-5	i
O=C(NCCc1ccccc1Cl)c1cc2ccccn2n1	3	-14%
COc1cccc(CNC(=O)CCNS(=O)(=O)c2ccc3c(c2)CCCC(=O)N3)c1	-14	i
COCCCn1c(=N)c(C(=O)NCc2ccco2)cc2c(=O)n3ccccc3nc21	-3	9%
O=C(NCc1ccccc1)C1CCC(CNS(=O)(=O)c2ccc(Br)s2)CC1 (stereo unspecified)	-11	-17%
Cc1cc(C)c2sc(NC(=O)c3ccc(S(=O)(=O)N4CCOCC4)cc3)nc2c1	-8	-68%[inhibitor]
CCc1ccc(NC(=O)C2CCN(C(=O)N3CC(CC)Oc4ccccc43)CC2)cc1 (stereo unspecified)	9	-46%[inhibitor]
O=C(COc1ccc(F)cc1)OCc1cc(=O)n2nc(C3CCCCC3)sc2n1	5	i
COc1ccccc1NC(=O)C(Cc1ccccc1)NS(=O)(=O)c1cccc2nsnc12 (stereo unspecified)	-5	-18%
CCCN(C(=O)c1cc2c(s1)-c1ccccc1SC2)c1ccccc1F	-5	-8%
CC(CNC(=O)Cn1ccc2cc(S(=O)(=O)N3CCCCC3)ccc21)c1ccccc1 (stereo unspecified)	-5	-34%[inhibitor]
CCc1ccc2oc(C(=O)NCc3ccccc3)cc(=O)c2c1	9	-39%[inhibitor]
Cc1cccc(NC(=O)CSc2nc3ccccc3nc2N2CCC(C)CC2)c1	1	i
COc1ccc2c(c1)CCc1c(C(=O)Nc3ccc(F)c(Cl)c3)noc1-2	-3	i
Cc1cn2c(=O)c(S(=O)(=O)NCCc3ccccc3)c(C)nc2s1	6	-7%
COc1ccc(-c2cc(C(=O)NCc3ccc(F)cc3)no2)cc1	-17	i
CCCN(CCC)CCCNC(=O)Cn1ncn2c(cc3sc(CC)cc32)c1=O	2	10%
COC(=O)c1cnn2c(C)c(Cc3c(C)cc(C)cc3C)c(C)nc12	0	2%
Cc1cc(C)c(NC(=O)C2CCN(C(=O)N3CCOc4ccccc43)CC2)c(C)c1	-2	-3%
O=C(COc1ccccc1Cl)OCc1cc(=O)n2nc(-c3cccs3)sc2n1	-15	i
Cc1c(-c2cccc(NC(=O)Nc3ccccc3)c2)nc2ncccn12	-4	i
COc1cccc(C(=O)NC(c2ccc(Cl)cc2)c2cc(Cl)c3cccnc3c2O)c1 (stereo unspecified)	6	i
CCN(C(=O)c1cnc(N2CCOCC2)c2ccccc12)c1cc(C)ccc1C	0	i
CCOC(=O)c1cnc2ccc(C(=O)OC)cc2c1Nc1ccc(N2CCOCC2)cc1	-2	i
O=C(Nc1nc(-c2ccc(Br)cc2)ns1)c1ccc(F)cc1	13	-19%
Cc1cccc(Cn2c(=O)n(CC3CCC(C(=O)N4CCOCC4)CC3)c(=O)c3sccc32)c1 (stereo unspecified)	-3	-22%
COc1ccc(-c2cn3c(C)c(C(=O)Nc4cc(C)cc(C)c4)sc3n2)cc1	16	i
Cc1ccc2[nH]c3c(=O)n(CC(=O)Nc4ccc(Br)cc4C)ncc3c2c1	-1	-21%
Cc1ccc(C)n1-c1nnc(N2CCCC(C(=O)NCc3ccccc3)C2)s1 (stereo unspecified)	-16	-42%[inhibitor]
Cc1ccc(Nc2c(-c3cccs3)nc3nc(C)cc(C)n23)cc1	-2	-43%[inhibitor]
COCCc1nn2c(=O)cc(COC(=O)c3cccs3)nc2s1	8	i
COc1ccc(OC(=O)CSc2nnc(-c3ccc(F)cc3)o2)cc1	-6	12%

Other structures:
mol	DRD3 agonist	PTHR1 ag
COc1cccc(-c2nc(CS(=O)CC(=O)N3CCN(c4cccc(C(F)(F)F)c4)CC3)c(C)o2)c1 (stereo unspecified)	-13	-36%[inhibitor]
CCOc1ccc(-c2ccc(NS(=O)(=O)c3cc(C)ccc3OC)cc2)nn1	3	-20%
Cc1cccc(NC(=O)Cc2ccc(-n3c(C)nc4cccnc43)cc2)c1C	3	-41%[inhibitor]
CCCCCNS(=O)(=O)c1ccc(N2CCCCS2(=O)=O)cc1	7	-29%

Some of the entries above in a different format:
COc1ccc(N2CCN(C(=O)CCc3c(C)nc4cc(-c5ccc(Cl)cc5)nn4c3C)CC2)cc1
  DRD3 agonist = -10
  PTHR1 ag = i

O=C(COc1ccc(F)cc1)OCc1cc(=O)n2nc(C3CCCCC3)sc2n1
  DRD3 agonist = 5
  PTHR1 ag = i

Assay outcomes: PubChem, National Center for Advancing Translational Sciences (NCATS)
